Assay outcomes deposited in PubChem BioAssay by several laboratories.
Salmonella PhoP GFP: PhoP-dependent GFP reporter repression – Salmonella Typhimurium, primary screen (AID 1863) | S. Typhimurium PhoP-regulated promoter GFP reporter, 4 h; higher % means a stronger effect | inhibition, % at 50 µM, or IC50 in µM where a hit was titrated | actives 0.16% (n = 300,000);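 active = inhibition over 29.93%, a cutoff 3 SD above the screen mean, later confirmed by dose response; inconclusive = inhibition over 29.93% but no dose response follow-up; inactive = inhibition at most 29.93% or unconfirmed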;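 also: 0% = low Mg2+ inducing control and 100% = high Mg2+ repressing control; strong numbers were not always called active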
GPR35 antagonists: GPR35 antagonists blocking zaprinast-driven arrestin recruitment, primary screen, imaging, U2OS, beta-arrestin-GFP, zaprinast agonist (AID 2058) | U2OS GPR35 beta-arrestin-GFP translocation imaging, zaprinast antagonism; higher % means a stronger effect | inhibition, % at 10 µM, or IC50 in µM where a hit was titrated | actives 0.052% (n = 290,000);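 active = inhibition of at least 50% with at least 30 cells and total cytoplasm GFP at most 10,000,000; inconclusive = under 30 cells or total GFP of 10,000,000 plus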
West Nile virus CPE: inhibition of WNV-induced cytopathic effect – cell-based, CPE readout (AID 1621). actives 0.02% (n = 290,000). CPE inhibition, % at 10 µM; hits with a dose series show IC50 in µM. West Nile virus-infected cells, CPE inhibition; higher % means a stronger effect; in the data active = a potency from the dose series; inconclusive = CPE inhibition mostly from about 3.7% at the one dose, without a potency; inactive = the rest, 99 in 100 with CPE inhibition below about 2.2%; also: strong numbers were not always called active
Large T inhibition: SV40 large T antigen inhibitors, biochemical (AID 1903); actives 0.39% (n = 310,000); inhibition, % at 20 µM, or IC50 in µM where a hit was titrated; SV40 large T antigen ATPase/helicase inhibition assay; higher % means a stronger effect; in the data active = a potency from the dose series; inconclusive = inhibition mostly from about 32% at the one dose, without a potency; inactive = the rest, 99 in 100 with inhibition below about 32%; also: strong numbers were not always called active
CSM14.1 death rescue: protection against thapsigargin-triggered cell killing – 384-well, CSM14.1, ATP luminescence, primary screen (AID 1222) | CSM14.1 thapsigargin-induced death rescue, ATP luminescence; higher % means a stronger effect | cellular ATP content (survival), % at 20 µM, or EC50 in µM where a hit was titrated | 190,000 tested, under 10 active;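 active = EC50 below 50 µM in the dose-response confirmation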;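 also: death triggered by thapsigargin at about 15 µM added after 2 h compound pretreatment; cell ATP read after overnight thapsigargin exposure of roughly 18 to 22 hours; normalized against plate controls of thapsigargin alone and 5% DMSO vehicle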
RSV antiviral HEp-2: inhibition of RSV-induced cytopathic effect – HEp-2 cells, primary 10 µM value included (AID 2391); HEp-2 cells, RSV-induced CPE inhibition; higher % means a stronger effect; CPE inhibition, % at 10 µM; hits with a dose series show IC50 in µM; actives 0.13% (n = 310,000); in the data active = a potency from the dose series; inconclusive = CPE inhibition mostly from about 23% at the one dose, without a potency; inactive = the rest, 99 in 100 with CPE inhibition below about 21%; also: strong numbers were not always called active
NS5 inhibitors: Dengue-2 NS5 methyltransferase inhibitors, primary screen, biochemical, confirmation dose response (AID 588689). inhibition, % at 25 µM, or IC50 in µM where a hit was titrated. Dengue-2 NS5 methyltransferase capping enzyme assay, biochemical; higher % means a stronger effect. actives 0.3% (n = 340,000); in the data active = a potency from the dose series; inconclusive = inhibition above about 29% without an active follow-up result
MgcRacGAP inhibition: MgcRacGAP GTPase-activating activity inhibitors, confirmation, biochemical, ADP Hunter fluorescence; MgcRacGAP-stimulated Rac1 GTP hydrolysis, ADP Hunter fluorescence; higher % means a stronger effect; GST-tagged Rac1 F28L mutant substrate; actives 0.6% (n = 340,000); inhibition, % at 30 µM, or IC50 in µM where a hit was titrated;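 active = first-screen hits whose inhibition reached a set limit at any dose in the follow-up dose series; inconclusive = inhibition above the set first-screen limit but never retested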;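 also: fluorescence reports GDP produced by GAP-driven GTP hydrolysis; strong numbers were not always called active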
LYP phosphatase: inhibitors of LYP phosphatase, biochemical, fluorescence intensity, uHTS (AID 1779); recombinant LYP phosphatase, fluorescence intensity; higher % means a stronger effect; one-dose inhibition, % at 11.5 µM; IC50 in µM for titrated hits; actives 0.054% (n = 290,000); in the data active = inhibition above about 50%;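 also: plate controls were vehicle with enzyme for no effect and no enzyme for full effect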
NS5 inhibitors pilot replicate: further read-out of NS5 inhibitors, marked with its call; inhibition, %; measured here: pilot screen replicate inhibition
* hit, by the source's call; ? = inconclusive; · = no result given; & = joins results of further samples.

Start of the listing, in advance (2 entries):
SMILES	Salmonella PhoP GFP	GPR35 antagonists	West Nile virus CPE	Large T inhibition	CSM14.1 death rescue	RSV antiviral HEp-2	NS5 inhibitors	MgcRacGAP inhibition	LYP phosphatase	others
O=C(Nc1cc(S(=O)(=O)N2CCCCC2)ccc1N1CCCCC1)c1ccncc1	·	-4%	-0.3%	8%	·	1.5%	0%	11%	0%
COc1ccc(-c2nnn(CC(=O)N(Cc3cccs3)C(C)C(=O)NC3CCCC3)n2)cc1OC (centres undefined)	-3%	5%	0.1%	5%	0.0%	0.7%	-5%	6%	-1%

All compounds of this part, repeating the preview:
SMILES	Salmonella PhoP GFP	GPR35 antagonists	West Nile virus CPE	Large T inhibition	CSM14.1 death rescue	RSV antiviral HEp-2	NS5 inhibitors	MgcRacGAP inhibition	LYP phosphatase	others
O=C(Nc1cc(S(=O)(=O)N2CCCCC2)ccc1N1CCCCC1)c1ccncc1	·	-4%	-0.3%	8%	·	1.5%	0%	11%	0%
COc1ccc(-c2nnn(CC(=O)N(Cc3cccs3)C(C)C(=O)NC3CCCC3)n2)cc1OC (centres undefined)	-3%	5%	0.1%	5%	0.0%	0.7%	-5%	6%	-1%
CC(=O)Nc1ccccc1-c1nc2ccc(C(=O)N3CCN(c4cc(C)ccc4C)CC3)cc2[nH]c1=O	5%	13%	-0.1%	-2%	0.3%	2.7%	-4%	-9%	8%
COC(=O)c1ccc(CO/N=C(\NC(C)=O)c2nonc2NC(C)=O)cc1	-2%	1%	-0.7%	8%	-0.3%	2.4%	6%	5%	-7%
Cc1cc(NC(=O)CN2CC(C)OC(C)C2)n(-c2nc3ccccc3s2)n1 (centres undefined)	5%	7%	-0.6%	2%	-1.3%	0.8%	1%	3%	-2%
CCOC(=O)C1C(=O)CC(C)(O)C(C(=O)OCC)C1c1cc(Br)ccc1OC (centres undefined)	3%	6%	-1.0%	17%	-0.9%	0.0%	-2%	6%	-4%
COc1ccc(F)cc1S(=O)(=O)NCCN1CCOCC1	8%	10%	-0.1%	0%	·	0.7%	0%	12%	-7%
CCCNC(=O)CS(=O)(=O)Cc1nc(-c2cccc(OC)c2)oc1C	-1%	-27%	-0.2%	12%	·	1.9%	2%	6%	-4%
CC1Sc2ccc(S(=O)(=O)CCC(=O)N3CCCC3)cc2NC1=O (centres undefined)	8%	-10%	0.7%	-1%	·	4.5%	-7%	12%	-10%
CN(C)S(=O)(=O)c1ccc(-c2csc(-c3cccnc3)n2)cc1	-6%	2%	-0.4%	-1%	0.4%	2.2%	-2%	4%	-3%
CCc1ccc2nc3c(c(C(=O)O)c2c1)CCC3	2%	10%	0.4%	26%	-1.1%	1.3%	4%	7%	0%	NS5 inhibitors pilot replicate=4.8
Cc1cc(C)n(CCc2nc(-c3ccc(C(C)(C)C)cc3)cs2)n1	15%	-4%	-1.6%	9%	4.6%	2.8%	-1%	6%	1%
O=C(Cc1ccc(Cl)cc1)N/N=C/c1ccncc1	11%	-2%	0.0%	8%	-0.7%	-1.2%	-1%	5%	-4%
CCN(CC)C(=O)CSc1nnc(-c2cnccn2)n1-c1ccc(C)cc1	13%	15%	-0.6%	5%	1.7%	-0.2%	-1%	4%	-11%	NS5 inhibitors pilot replicate=1.2
Cc1cccc(N2CCN(Cc3cn(C)nc3-c3ccccc3F)CC2)n1	8%	12%	-1.1%	6%	-2.2%	-1.6%	-5%	10%	-6%
COC(=O)c1ccc(N2C(=O)c3cc(N4CCOCC4)c([N+](=O)[O-])cc3C2=O)cc1	5%	1%	0.4%	16%	0.4%	1.7%	-2%	9%	-3%
O=S(=O)(c1ccc(F)cc1)N1CCn2c(nc3ccccc32)C1	4%	10%	-0.1%	4%	-0.2%	1.9%	0%	3%	-11%
CCCCCCCC/C=C\CCCCCCCC(=O)NCCO	3%	·	·	-2%	·	3.5%	-12%	4%	·
COc1ccc(C2CC(c3ccccc3)Nc3ncnn32)cc1 (centres undefined)	7%	-4%	-0.3%	-1%	·	3.5%	28%	-8%	-9%
C=CCn1c(SCC(=O)NCc2ccc3c(c2)OCO3)nnc1C1CCCCC1	-2%	-10%	-0.3%	15%	·	-0.7%	2%	7%	0%
COc1cccc(C(c2nnnn2Cc2ccccc2)N2CCN(C(=O)c3ccco3)CC2)c1OC (centres undefined)	-6%	-4%	0.6%	12%	·	1.4%	-11%	6%	0%
C/C=C/c1ccc(Oc2nnnn2-c2ccc(C(=O)O)cc2)c(OC)c1	6%	3%	0.4%	12%	-0.2%	0.5%	-6%	5%	-2%
COc1ccc(CNC(=O)COC(=O)CCCOc2ccc(Cl)cc2Cl)cc1	6%	11%	0.4%	2%	2.2%	0.1%	-2%	9%	-4%
Cc1cc(C)c(S(=O)(=O)N(CC(=O)N2CCOCC2)C2CCCCC2)c(C)c1	13%	-2%	-0.9%	10%	0.3%	0.7%	-8%	-4%	-7%
Cc1noc(C)c1C(=O)NC(C)C1CCCO1 (centres undefined)	1%	23%	0.9%	5%	-3.0%	0.6%	-2%	9%	0%
c1ccc(OCCCn2ccnc2)cc1	-6%	8%	0.5%	6%	·	0.4%	-14%	13%	-2%
Cc1cc(C)c2c(CN3CCN(CCO)CC3)cc(=O)oc2c1	5%	6%	-0.8%	9%	1.5%	-1.1%	-7%	4%	-7%	NS5 inhibitors pilot replicate=3.0
Cc1cccn2c(=O)c3cc(C(=O)N4CCCCC4)sc3nc12	-2%	13%	-0.6%	8%	·	1.3%	0%	3%	-9%
Cc1ccc(S(=O)(=O)NNC(=O)C2CCCCC2)cc1	0%	3%	-0.3%	4%	·	1.6%	6%	-1%	-7%
Cc1cc(N2C(=O)C(O)=C(C(=O)c3cccs3)C2c2cccc(O)c2)no1 (centres undefined)	1%	17%	0.5%	7%	0.5%	-1.4%	4%	14%	2%
Cc1ccc(NC(=O)C2COc3ccccc3O2)nc1 (centres undefined)	3%	-6%	0.0%	7%	-0.3%	0.3%	-4%	-1%	-10%
O=C(NC1CCCN(Cc2ccc(Cl)cc2)C1)c1ccccc1C(F)(F)F (centres undefined)	-5%	-3%	-1.3%	5%	·	-0.3%	12%	1%	-10%
Cc1c(C(=O)NCCc2ccc3c(c2)OCCO3)oc2ccccc12	-14%	26%	0.7%	18%	0.9%	9.3%	-2%	7%	-2%
CN(C)C(=O)c1coc2nc3ccccc3nc12	-5%	3%	0.2%	14%	·	·	-2%	-1%	-6%
CC(C)CNC(=O)c1cccc(NC(=O)C2CCCO2)c1 (centres undefined)	16%	-6%	0.4%	11%	-2.1%	5.4%	4%	1%	-7%
CC1CC2(CC(C)(C(=O)CSc3n[nH]c(-c4ccccc4Cl)n3)OC2=O)C(=O)O1 (centres undefined)	15%	-3%	-0.3%	0%	-3.5%	1.2%	-7%	8%	1%
O=C(O)COc1ccccc1C(Nc1cccnc1)c1cc(Cl)c2cccnc2c1O (centres undefined)	0%	-11%	0.3%	10µM*	-0.7%	·	·	·	9%
Cc1ccc(SC(c2ccc(C)cc2)C(Cn2cncn2)C(=O)c2ccccc2)cc1 (centres undefined)	31%	-4%	-0.5%	-15%	1.6%	-1.4%	-2%	11%	-4%
Cn1cccc1Cc1nnc(SCC(=O)Nc2cccc(F)c2)n1CCc1ccccc1	-12%	2%	-0.8%	4%	·	-1.7%	5%	3%	8%
O=C(O)CCCCCNC(=O)Cn1nnc2ccccc2c1=O	-4%	-1%	0.2%	18%	·	-0.8%	-13%	6%	-10%
CCn1nc(C)c(NC(=O)c2cnn3c(C(F)F)cc(-c4ccccc4)nc23)c1C	-3%	-12%	0.6%	17%	5.0%	3.2%	0%	14%	4%
COCCn1c(SCC(=O)NCc2ccc3c(c2)OCO3)nc2ccccc2c1=O	9%	-7%	0.4%	-4%	1.6%	1.9%	0%	4%	-4%
CSc1ccccc1C(=O)NCCOc1cccc(C)c1	5%	2%	-0.9%	9%	-0.7%	0.8%	-8%	0%	-6%
O=C(Nc1ccccc1Br)C1CC(=O)N(c2ccc3c4c(cccc24)CC3)C1 (centres undefined)	5%	8%	-0.7%	13%	-1.1%	-1.2%	4%	1%	2%
CC(=O)c1ccc(NC(=O)CC(C)S(=O)(=O)c2ccc3c(c2)CCN3C(C)=O)cc1 (centres undefined)	-10%	-5%	-0.1%	8%	·	0.4%	3%	-6%	-6%
N#Cc1ccccc1NC(=O)CSc1n[nH]c(-c2ccco2)n1	-2%	0%	0.0%	11%	·	0.3%	-6%	3%	-12%
C=CCOc1ccc(C2C(C(=O)c3ccco3)=C(O)C(=O)N2c2nnc(C)s2)cc1 (centres undefined)	6%	-5%	-0.4%	12%	-0.4%	0.5%	2%	4%	-4%
O=C(CN(CC1CCCO1)C(=O)CNS(=O)(=O)c1ccc(Cl)cc1)NC1CCCC1 (centres undefined)	5%	6%	-0.5%	5%	·	3.4%	3%	4%	-7%
COCCn1c(SCC(=O)NNC(=O)c2ccccc2)nc2ccccc2c1=O	4%	-7%	-0.4%	17%	1.8%	1.6%	-1%	4%	-4%
O=C(CS(=O)(=O)c1cn(Cc2ccc(Cl)cc2)c2ccccc12)N1CCCC1	3%	-19%	-0.3%	8%	-1.3%	5.6%	-3%	1%	0%
COc1ccc2c(c1)C(=O)/C(=C/C=C/c1ccccc1)CC2	4%	8%	-0.4%	23%	-0.6%	?	-1%	5%	7%
Cc1cccc(NC(=O)c2cnccn2)c1	-5%	-4%	-0.2%	4%	·	0.5%	·	10%	-9%
CCN1CCN(C(=O)CN(c2ccc(C)cc2)S(C)(=O)=O)CC1	-5%	-2%	0.7%	6%	-1.8%	0.8%	3%	10%	-6%
Cc1nnc(SCC(=O)Nc2nc3ccccc3s2)n(N)c1=O	-8%	4%	0.0%	8%	1.1%	0.4%	-3%	5%	6%
O=c1c2c([nH]n1-c1ccccc1)CCSC2	-6%	1%	-0.5%	19%	·	0.9%	4%	6%	-8%
COC(=O)CSc1nc2ccc(NC(=O)c3ccccc3C(=O)N3CCOCC3)cc2s1	-4%	-10%	-0.8%	10%	-1.8%	1.6%	-7%	4%	0%
Clc1ccc(C2=CSC3=NCCN23)cc1Cl	19%	-8%	-0.4%	9%	-0.9%	0.8%	-6%	13%	-3%
Cc1nc2ccccc2c2c(N)c3ccccc3n12	9%	-19%	0.7%	9%	-5.8%	-1.2%	-34%	14%	-8%
CCC(=O)Nc1cccc(NC(=O)c2ccccc2Cl)c1	5%	-14%	-0.3%	9%	-0.7%	-0.7%	-2%	0%	-6%
COc1ccc(NC(=S)Nc2ccccc2)cc1	-7%&-2%	-11%&6%	-0.8%&0.4%	6%&5%	·	1.2%&6.8%	1%&-5%	10%&14%	-3%&-1%
